CSM14.1 death rescue: rescue of cells from ER stress-induced death, primary screen, 384-well, CSM14.1, thapsigargin, ATP luminescence (AID 1222); CSM14.1 thapsigargin-induced death rescue, ATP luminescence; higher % means a stronger effect; cellular ATP content (survival), % at 20 µM; hits with a dose series show EC50 in µM; 190,000 tested, under 10 active;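 active means EC50 below 50 µM in the dose-response confirmation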;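 further: death triggered by thapsigargin at about 15 µM added after 2 h compound pretreatment; cell ATP read after overnight thapsigargin exposure of roughly 18 to 22 hours; normalized against plate controls of thapsigargin alone and 5% DMSO vehicle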
Lipid droplet: hepatic lipid droplet formation modulation; 0.4% of 240,000 active; AML12 mouse hepatocytes, oleate lipid droplets, BODIPY imaging; AID 1656; inhibition, % at 6.5 µM;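 active means lipid droplet intensity inhibited by at least 50%, with more than 500 cells counted; inconclusive means wells with under 300 cells, treated as cytotoxic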
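Assay system: AML12 hepatocytes (mouse); Probe or stimulus: oleic acid at 100 µM to induce lipid droplet formation; Dosing: compound at 6.5 µM only; Schedule: compound with oleate, overnight; Detection: fluorescence imaging, 20x objective, two fields per well; Measure: % inhibition of lipid droplet signal.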
WT yeast gro inh: growth inhibition of WT yeast, mitochondrial fusion screen. mitochondrial fusion phenotypic screen, WT strain. 2.1% of 190,000 active. inhibition, % at 10 µM; in the data active means inhibition above about 58%; tested in S. cerevisiae
MT stabilize HCS: stabilizes microtubules in HeLa cells; HeLa tubulin immunostaining HCS, 24 h; share of cells brighter than vehicle mean+2SD; % tubulin-high responders, % at 10 µM; 0.83% of 200,000 active; AID 2205;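 active means plate Z-score above 3 for both tubulin-high and condensed-nucleus cell shares, with cell loss under 80%, at 10 µM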;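 further: anti alpha tubulin signal scored within the nucleus-defined area of each cell; some results filed as inactive read as strong as hits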
Insulin prom up: MIN6 insulin promoter up-regulation | AID 1625 | z-score at 5 µM | 0.3% of 190,000 active | MIN6 insulin promoter-GFP reporter, high-content imaging; stronger effect = higher value;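 active means z-score above 3 at 5 µM with at least 500 cells counted in the well; inconclusive means wells under 500 cells, flagged as cytotoxic or low count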
b-catenin transl: beta-catenin nuclear translocation modulation. AID 1665. nuclear translocation activity, % at 5 µM. HeLa beta-catenin nuclear translocation, immunofluorescence imaging. 0.3% of 190,000 active;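 active means nuclear translocation activity above 50% at 5 µM, with a well cell count of 50 or more; inconclusive means wells under 50 cells across six images, flagged as toxic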;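 further: per-cell ratio of nuclear to cytoplasmic median beta-catenin stain intensity; plate controls were DMSO negative control for no effect and GSK-3 inhibitor IX positive control for full effect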
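Test system: HeLa cells, endogenous beta-catenin; Compound: single 5 µM dose plus 0.02–20 µM confirmation series; Times: compound exposure 24 h at 37°C; Signal: fluorescence imaging of beta-catenin antibody stain plus DAPI; Read-out: % activation, nuclear-to-cytoplasmic median beta-catenin signal ratio per cell.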
Autophagy HCS: modulators of autophagy | MEF GFP-LC3 puncta imaging; test concentration mostly 10 µM | calls only at 10 µM (by protocol) | 0.98% of 190,000 active | AID 463193;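 active means percentage of spot-positive cells more than 3 SD above its plate mean, without a fluorescence outlier flag or 80% toxicity; inconclusive means no clear call, values can overlap the other calls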;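 further: spot-positive cell cutoff set from DMSO-treated cells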
Dynein transport: blocks dynein driven cargo transport along microtubules. 0.47% of 220,000 active. 3617.4 mouse cells, GR-EGFP nuclear translocation imaging; test concentration mostly 20 µM; stimulated with dexamethasone, 1 µM; stronger effect = lower value. z-score, hits read low. AID 1381;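 active means plate z-score of nuclear minus cytoplasmic receptor signal below a set negative limit, without overly bright fluorescence or cell loss, cut at about -3.5 in these data, passing the limit was not always enough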;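 further: z-score of nuclear minus cytoplasmic ring GR-EGFP intensity difference per well; some compounds called inactive have numbers as strong as hits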
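Also added: dexamethasone, 1.0 µM final. Medium: tet-free, stripped-serum medium. Detection: fixed, Hoechst-stained cells imaged at 10x for EGFP. Read-out: nuclear-to-cytoplasmic GR-EGFP distribution per well. Times: induction 48 h, compound 1 h, agonist 30 min.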
XIAP displacement: small molecules displacing peptide from XIAP – biochemical, IAP family, fluorescence polarization (AID 1018); displacement, % at 20 µM, or IC50 in µM where a hit was titrated; 0.007% of 200,000 active; XIAP BIR domain, fluorescence polarization peptide displacement; higher % means a stronger effect; in the data active means displacement above about 50%; further: a part of the inactive calls stands beside numbers as strong as those of hits
WT yeast gro inh mutant strain: second read-out of WT yeast gro inh, no call of its own (marks repeat the call); inhibition, %; mitochondrial fusion phenotypic screen, mutant strain inhibition
Dynein transport cytoplasmic EGFP: further read-out of Dynein transport, marked with its call; z-score; measured here: cytoplasmic GR-EGFP intensity; stronger effect = higher value
Dynein transport nuclear GR-EGFP: second read-out of Dynein transport, no call of its own (marks repeat the call); z-score; measured here: nuclear GR-EGFP intensity;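 lower value marks the stronger effect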
Dynein transport cell count: further read-out of Dynein transport, marked with its call; z-score; measured here: cell count per field
Insulin prom up cell count: recorded beside Insulin prom up, whose call it bears; cell count; measured here: cytotoxicity, nuclei count;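 total cells summed across four imaged fields per well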
Lipid droplet cells 6.5 µM: second read-out of Lipid droplet, no call of its own (marks repeat the call); cell count; measured here: cell count, cytotoxicity flag;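 cells counted across two imaged fields per well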
b-catenin transl cell count 5 µM: recorded beside b-catenin transl, whose call it bears; cell count; measured here: cell count, cytotoxicity flag
MT stabilize HCS Hoechst-high %: also measured in MT stabilize HCS; calls as there; % Hoechst-high responders; measured here: nuclear condensation Hoechst responders;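 share of cells brighter than vehicle mean plus two SD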
MT stabilize HCS cytotoxicity %: also measured in MT stabilize HCS; calls as there; toxicity, %; measured here: cytotoxicity by cell density;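 0% = mean cell density of plate MIN control wells and 100% = no cells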
Autophagy HCS cell loss 18 h: recorded beside Autophagy HCS, whose call it bears; toxicity, %; measured here: cell loss, nuclei count;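 cell loss after 18 h compound exposure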
* hit, by the source's call; i = inactive; ? = inconclusive; · = no result given; + = active, no number.

Each structure is followed by: CSM14.1 death rescue	Lipid droplet	Lipid droplet cells 6.5 µM	WT yeast gro inh	WT yeast gro inh mutant strain	MT stabilize HCS	MT stabilize HCS Hoechst-high %	MT stabilize HCS cytotoxicity %	Insulin prom up	Insulin prom up cell count	b-catenin transl	b-catenin transl cell count 5 µM	Autophagy HCS	Autophagy HCS cell loss 18 h	Dynein transport	Dynein transport cytoplasmic EGFP	Dynein transport nuclear GR-EGFP	Dynein transport cell count	XIAP displacement
1: O=C(O)Cn1cccc1C(=O)c1ccccc1
    0.5%	-2	726	-17	-15	2.1	2.4	9.6	·	·	-3.8	1232	i	5	-0.94	1.1	-0.17	0.79	-3.3%
2: CC(C)NS(=O)(=O)c1ccc(NC(=O)C2CC3C=CC2C3)cc1 (stereo not drawn)
    2.0%	·	·	75*	16*	2.5	1.2	5.4	·	·	·	·	i	-30	0.35	-0.19	0.025	-0.84	-2.0%
3: CC(=O)N=C1SC2CS(=O)(=O)CC2N1Cc1ccc(C)cc1 (stereo not drawn)
    ·	-3	737	·	·	·	·	·	0.33	1350	2.5	1308	·	·	-0.097	-0.28	-0.015	0.44	·
4: O=C(CSc1ncn[nH]1)NC1CC2CCC1C2 (stereo not drawn)
    -3.5%	6	738	4	12	2.0	1.3	6.4	1.2	1237	-0.5	937	+	4.9*	1.1	-0.2	0.47	-1.5	-3.9%
5: COc1ccc(C(=O)C23CC4CC(C2)CC(C(=O)c2ccc(OC)cc2)(C4)C3)cc1
    -1.4%	-1	674	6	-7	1.6	2.0	10	-0.22	1474	3.7	780	i	26	0.013	-0.22	0.16	-0.02	-7.3%
6: c1cncc(-c2nc(N3CCCCCC3)c3ccccc3n2)c1
    -3.7%	·	·	55	61	4.0	2.1	7.6	2.7	881	-5.6	787	i	3	-0.68	-0.09	-0.11	0.18	-7.3%
7: COc1cc2c(cc1OC)C(C)N(C(=O)c1sc(-c3cnccn3)nc1C)CC2 (stereo not drawn)
    ·	-1	715	·	·	·	·	·	-0.56	1069	-1.4	1281	·	·	0.56	-0.21	0.7	-0.61	·
8: CO/N=C(/CNC(=O)c1ccc(F)cc1)c1ccc(Cl)cc1
    -0.6%	·	·	-32	-1	3.1	2.6	4.7	0.13	1678	3.1	1349	i	-19	-1.1	-0.21	0.11	0.99	-2.0%
9: Nn1c(SCc2ccccc2)nnc1C1CCCCC1
    ·	1	732	·	·	·	·	·	0.28	1079	0.1	1262	·	·	-0.33	-0.23	-0.19	0.16	·
10: Cc1cc(C(=O)Oc2ccccc2C(=O)O)c(C)o1
    1.8%	·	·	-12	7	3.3	2.3	0.7	0.23	1185	-2.7	1036	i	-10	-0.17	0.097	0.79	0.065	3.0%
11: CCOc1ccc(-c2nnc(NC3=NCCCCC3)o2)cc1
    0.0%	-5	718	-17	-10	1.0	0.9	1.9	·	·	-1.6	1244	i	-8	-1.8	0.64	-0.83	0.68	-3.9%
12: CCN(CC)c1ccc(/C=N/NS(=O)(=O)c2ccc(CNC(C)=O)cc2)cc1
    -2.2%	5	553	1	10	1.3	2.2	1.9	1.1	1452	0.0	888	i	-6	0.042	-0.2	0.086	-0.01	-12%
13: CCn1c(-c2ccccc2Cl)nn(CC(=O)Nc2ccccc2C)c1=S
    -1.5%	·	·	-3	24	2.2	1.6	8.7	0.21	1480	-0.5	1404	i	12	-0.28	-0.19	0.4	0.49	-1.9%
14: COc1ccc(C2(C(=O)Nc3nncs3)CCCC2)cc1
    -0.8%	18	811	5	8	1.4	1.2	8.1	0.26	751	·	·	i	6	0.62	0.22	0.76	-0.43	-7.7%
15: Oc1ccc(CNC2CCCCC2)cc1
    2.1%	·	·	0	-8	5.5	2.1	16	-1.3	1667	1.0	1273	i	-6	1.4	0.35	0.45	-0.34	-5.2%
16: O=[N+]([O-])/C=C/c1cn(Cc2ccc(F)cc2)c2ccccc12
    4.8%	·	·	·	·	1.2	1.4	3.8	·	·	·	·	i	13	-3.9*	0.4*	-1.4*	0.76*	-3.9%
17: CC(C)n1c(NCc2cc(Cl)ccc2O)nc2ccccc21
    0.2%	·	·	3	5	3.3	2.3	6.7	?	·	·	·	i	5	-0.5	-0.24	-0.29	0.24	-0.3%
18: Cc1ccc(N2C(=O)CSC2c2cccnc2)cc1F (stereo not drawn)
    -3.0%	·	·	0	19	3.6	2.6	3.6	-0.78	1558	-2.3	1302	i	14	0.74	-0.33	0.41	-0.34	-0.6%
19: CCOc1ccc(Cl)cc1S(=O)(=O)n1nnc2ccccc21
    -2.2%	-10	688	-6	5	2.9	1.7	7.3	0.32	1381	0.0	1100	i	3	-0.05	-0.27	-0.16	0.51	-3.4%
20: COc1cc(CN2CCN(c3ccccc3F)CC2)cc(OC)c1O
    -2.3%	5	704	-16	2	2.7	2.7	6.1	0.1	1269	0.0	1030	i	6	-0.21	-0.29	-0.17	0.35	2.1%
21: C=CCn1c(C(CCCC)CC(O)COCC(C)C)n[nH]c1=S (stereo not drawn)
    0.6%	1	690	-4	3	3.3	2.7	7.1	-0.28	1484	-0.1	1469	i	-16	-0.32	-0.37	-0.45	0.86	-2.8%
22: Cc1c2cnn(CC(=O)Nc3c(F)c(F)cc(F)c3F)c(=O)c2c(C)n1Cc1ccccc1F
    -0.2%	0	702	-9	-10	2.9	2.9	6.7	0.12	1222	-1.2	1105	i	0	0.55	-0.22	0.54	-0.46	-19%
23: CCOc1ccccc1CN1CCN(C2CCSCC2)CC1CCO (stereo not drawn)
    0.3%	-18	600	19	-21	2.1	2.0	1.1	-0.27	1526	-1.5	990	i	0	-0.39	-0.13	0.3	-0.33	-2.1%
24: CC(Sc1nnnn1C)C(=O)Nc1ccc(N2CCOCC2)cc1 (stereo not drawn)
    -1.6%	·	·	-5	-6	3.2	2.2	8.6	0.76	1283	-2.5	892	i	6	-0.61	-0.15	0.14	0.48	-6.2%
25: COc1cc(C(c2nnnn2C(C)(C)C)N2CCN(c3nc4ccccc4s3)CC2)ccc1O (stereo not drawn)
    -0.3%	·	·	0	12	3.9	1.9	1.0	0.62	1315	-5.5	1026	i	7	-0.65	-0.24	-0.39	0.75	-7.8%
26: COc1ccc(Br)cc1-c1noc(-c2ccncc2)n1
    -2.2%	16	782	-3	3	3.1	1.5	23	1.3	1208	·	·	i	-4	0.49	-0.22	0.59	1.1	-1.5%
27: C=CCc1cccc2cc(C(=O)Nc3ccc(F)cc3)c(=O)oc12
    -1.4%	0	561	-13	-11	3.0	1.7	3.1	-0.9	1272	0.2	1124	i	12	0.27	-0.25	0.31	0.89	-5.5%
28: CCc1ccc(C(=O)NC(CCSC)C(=O)OC)cc1 (stereo not drawn)
    ·	-17	740	0	-4	5.7	1.6	6.7	-0.04	1268	-2.3	1126	i	16	-0.59	-0.32	-0.022	1	-4.5%
29: COc1cc(NC(=O)CN2CCN(S(=O)(=O)c3ccc(C(C)C)cc3)CC2)cc(OC)c1
    0.2%	-1	822	-1	11	4.6	1.4	7.6	-0.41	1121	-1.0	1180	i	-3	-0.59	-0.1	0.24	0.17	-10%
30: CC1=C(C)CC(C(=O)NC(C)CCc2ccccc2)C(C(=O)O)C1 (stereo not drawn)
    -1.2%	-5	758	-11	13	1.6	2.6	0.2	·	·	0.3	978	i	7	1.3	-0.27	1.3	-2.2	-0.9%
31: COc1ccc(-n2c(SCC(=O)NCc3ccco3)nc3c([nH]c4ccccc43)c2=O)cc1
    -2.0%	-4	701	6	-10	4.0	2.9	4.0	-0.15	1543	2.7	1100	i	9	-0.75	-0.23	-0.37	0.66	-6.4%
32: COC(=O)c1ccc(CNC(=O)CSC2=NCCS2)cc1
    -1.9%	22	657	2	-4	2.7	1.9	0.2	0.36	1634	-0.3	1078	i	-9	-0.41	-0.21	-0.2	0.83	0.4%
33: N#CC1=C2N=C(N)c3ccccc3N2C2=C(C(=O)CCC2)C1c1ccccc1F (stereo not drawn)
    ·	-7	675	·	·	·	·	·	0.01	1144	-1.6	1281	·	·	-0.42	-0.25	0.2	0.42	·
34: CCCC(=O)Nc1ccc(C(N)=O)cc1
    -1.9%	6	675	-9	8	2.8	2.5	6.2	0.93	1651	-2.5	892	i	-7	0.21	-0.18	0.62	-0.95	-9.3%
35: Cc1ccc2c(CC(=O)Nc3sccc3C(N)=O)coc2c1
    -2.4%	·	·	38	38	4.4	3.2	6.9	-0.2	1396	-0.1	1362	i	-7	-1.2	-0.26	-0.48	0.19	-1.2%
36: CCOC(=O)C(Cc1ccc(O)cc1)NC(=O)CNC(=O)C(CC(C)C)NC(=O)OC(C)(C)C (stereo not drawn)
    -0.7%	8	580	-3	1	3.1	1.9	4.2	2.1	1233	2.3	462	i	3	2.7	-0.18	0.87	-1.8	2.1%

Bioassay records (PubChem BioAssay)
